# DT40 TDP1 CPT = qHTS for Inhibitors of human tyrosyl-DNA phosphodiesterase 1 (TDP1): qHTS in cells in presence of CPT. chicken DT40 Tdp1-/-;hTDP1 cells + 20 nM CPT, ATP luminescence, 48 h. Potency, µM (top dose mostly 46.2 µM), without a hit: top-dose activity change, negative = growth inhibition, hits mostly inhibitors. hit rate 12% among 420,000. AID 686979, 2013; also: nearly all actives have a fitted effect of over 55% in size
#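 Chicken DT40 Tdp1-/- cells complemented with human TDP1, 400 cells/well, exposed to compounds plus 20 nM camptothecin for at least 48 h at 37 C; viability read as ATP content by CellTiter-Glo luminescence.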
# GCN5L2 inh = qHTS Assay for Inhibitors of GCN5L2; hit rate 0.21% among 390,000; AID 504327, 2011; Potency, µM (series often up to 58.9 µM), for inactives: top-dose activity change, negative = inhibition, hits mostly inhibitors; GCN5L2 HAT assay, ThioGlo1 CoA-SH fluorescence; Histone acetyltransferase KAT2A (Homo sapiens), Q92830
# Target sequence (Q92830 whole entry, looked up): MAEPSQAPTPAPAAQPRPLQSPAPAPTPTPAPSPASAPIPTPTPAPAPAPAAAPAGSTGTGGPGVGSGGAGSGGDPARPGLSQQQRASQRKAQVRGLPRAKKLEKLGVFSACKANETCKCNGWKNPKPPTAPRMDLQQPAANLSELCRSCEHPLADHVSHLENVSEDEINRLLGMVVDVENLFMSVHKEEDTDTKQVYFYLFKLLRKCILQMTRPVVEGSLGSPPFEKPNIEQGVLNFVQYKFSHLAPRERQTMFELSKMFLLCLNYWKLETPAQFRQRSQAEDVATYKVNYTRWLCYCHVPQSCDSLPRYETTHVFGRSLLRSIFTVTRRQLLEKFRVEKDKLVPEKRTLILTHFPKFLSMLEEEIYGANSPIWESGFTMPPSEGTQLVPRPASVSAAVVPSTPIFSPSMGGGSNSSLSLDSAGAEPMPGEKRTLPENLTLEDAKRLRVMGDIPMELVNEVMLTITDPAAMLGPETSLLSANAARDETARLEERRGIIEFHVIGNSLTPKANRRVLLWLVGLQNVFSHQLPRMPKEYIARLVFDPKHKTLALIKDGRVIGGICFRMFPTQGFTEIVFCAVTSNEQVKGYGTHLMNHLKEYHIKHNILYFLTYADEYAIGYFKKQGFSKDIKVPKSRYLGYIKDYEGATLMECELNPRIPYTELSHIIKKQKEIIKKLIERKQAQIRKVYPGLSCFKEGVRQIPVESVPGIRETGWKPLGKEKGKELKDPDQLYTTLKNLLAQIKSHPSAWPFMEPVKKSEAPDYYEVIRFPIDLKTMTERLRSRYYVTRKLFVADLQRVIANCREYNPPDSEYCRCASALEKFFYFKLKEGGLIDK
#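 Preincubate 20nM GCN5L2 with compound 15 min, RT → add 50uM ThioGlo1 + 75uM H3(1-25) + 70uM acetyl-CoA → read fluorescence 0 and 20 min. Primary qHTS; fluorescent artifacts likely.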
# DT40 TDP1 no CPT = qHTS for Inhibitors of human tyrosyl-DNA phosphodiesterase 1 (TDP1): qHTS in cells in absence of CPT; Potency, µM (series often up to 46.2 µM), for the others: top-dose activity change, negative = growth inhibition, hits mostly inhibitors; DT40 Tdp1-/- hTDP1 cells, no CPT, ATP luminescence, 48 h; hit rate 15% among 420,000; also: nearly all actives have a fitted effect of over 55% in size
#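 Chicken DT40 Tdp1-/- cells stably complemented with human TDP1 were seeded at 400 cells/well with DMSO in place of 20 nM camptothecin. After compound pinning, cells grew at least 48 hr at 37 °C; viability read by CellTiter-Glo luminescence.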
# * hit, by the source's call; u = inconclusive; x = no result given; & = joins results of further samples; [ ] = dose if it differs, or a comment. Calls follow the shape of the dose curve; as a rule, active = well fitted curve in the direction sought with a large enough effect; inconclusive = small, poorly fitted or top-dose-only effect, or another doubt; inactive = no such curve, though single readings can be large; an effect the other way counts as inactive or inconclusive. % is scaled to controls: 0 for no effect and ±100 for the full control effect; potency is read from the fitted curve at half-maximal effect.
smiles	DT40 TDP1 CPT	GCN5L2 inh	DT40 TDP1 no CPT
Clc1ccc2[nH]c3c(c2c1)CCNC3	u	-5%	u
COc1ccc(C(=O)OC2CC[C@@]3(C)C4CCC5[C@]6(O)CC(O)[C@@]7(O)C(CN8CC(C)CCC8[C@@]7(C)O)[C@]6(O)C[C@@]53O[C@]24O)cc1OC (stereo partly drawn)	-19%	-18%	-9%
CCN(CC)C(=O)COc1cc(C)cc2oc(=O)c3c(c12)CCCC3	u	-13%	u
O=C(Cc1cccs1)N1CCC2(CC1)OCCO2	3%	3%	4%
Cc1nnc2ccc(N3CCN(C)CC3)nn12	-2%	-6%	2%
COc1ccc(-c2nn(CCC#N)cc2C(=O)Nc2ccccc2Cl)cc1	23%	-6%	-21%
O=C1NC(=O)N(c2ccc(Cl)cc2)C(=O)/C1=C/c1coc2ccc(O)cc2c1=O	15µM*	-2%	15µM*
Cc1cc(CN(C)C)c(OC(=O)N(C)C)cc1C	7%	2%	-22%
CC/C(=N\NC(=O)c1ccccc1O)c1c(O)n(C2CCCCC2)c(=O)[nH]c1=O	-10%	-28%	13%
C=CCSSCC=C	-2%	-35%	3%
CC(C)(C)c1ccc(OCC(=O)Nc2ccc(Cl)cc2C(=O)c2ccccc2)cc1	u	1%	-78%
CCSc1nnc([C@@H](N)Cc2ccccc2)o1	-14%	-4%	-3%
COC([CH2][Hg])CNC(=O)c1ccccc1OCC(=O)O (stereo not drawn)	1.1µM*	0.89µM*	1.7µM*
CCC1(c2ccccc2)C(=O)N(COC)C(=O)N(COC)C1=O	1%&-9%	-6%	-7%&-17%
COc1cccc(NC(=O)[C@@H](NC(=O)N2C[C@H]3C[C@@H](C2)c2cccc(=O)n2C3)C(C)C)c1	-13%	-12%	-6%
COc1ccc(-n2c(-c3ccccc3)nc3ccccc3c2=O)cc1	18µM*	-2%	13µM*
O=c1[nH]c2ccccc2n1C1CCN(Cc2ccc(-c3nc4ccc(F)cc4nc3-c3ccccc3)cc2)CC1	4.1µM*	x	6.5µM*
COc1ccc(NC(=O)CCn2cc(C)c3ccccc32)cc1	-23%	11%	u
CCCn1c(C(=O)c2ccccc2)nc2ccccc21	-17%	-12%	-13%
Cc1ccc(CNC2=NCCS2)cc1	-6%	1%	-17%
O=C(Cc1c(Cl)cccc1Cl)N1CCN(Cc2ccccc2)CC1	-1%	-3%	u
CN1C2CC3CC1C(O3)C2O (stereo not drawn)	-3%	-11%	2%
COc1ccc(CCn2c(O)c(/C=N/N3CCOCC3)c(=O)[nH]c2=O)cc1OC	7%	1%	-27%
FC(F)(F)c1nc(N2CCN(c3ccccc3)CC2)nc2c1CCCCC2	u	-1%	18µM*
O=C1NC(=O)C(=Cc2ccc(Oc3ccc([N+](=O)[O-])cc3)cc2)C(=O)N1	u	11%	u
O=P(O)(O)C12CC3CC(CC(C3)C1)C2	1%	-1%	11%
C=CCC1([C@@H](C)CCC)C(=O)NC(=O)NC1=O	u	1%	u
CCOc1ccc(-c2cc(C)n3nc(C(=O)Nc4ccc(C)c(C)c4)cc3n2)cc1	u	-16%	u
CC(=O)c1ccc2c(c1)C1C(Cl)C(Sc3ccccc3[N+](=O)[O-])CC1C(c1ccccc1[N+](=O)[O-])N2 (stereo not drawn)	10µM*	-11%	13µM*
COc1cc2oc(=O)c(CC(=O)N3C[C@H]4C[C@@H](C3)c3cccc(=O)n3C4)c(C)c2cc1Cl	-2%	x	-10%
CCOC(=O)c1c(C)n(Cc2ccccc2)c2ccc(OCC(O)Cn3nc(C)cc3C)cc12 (stereo not drawn)	u	-9%	u
Cc1cccc(NC(=O)c2ccc(S(=O)(=O)N(C)CC3CCCO3)cc2)c1C (stereo not drawn)	-4%	x	u
O=C(NCCSc1c(-c2ccc(F)cc2)[nH]c2ccccc12)c1ccc(S(=O)(=O)N2CCOCC2)cc1	5.2µM*	-9%	4.1µM*
Cc1cc([N+](=O)[O-])c2ccccc2[n+]1[O-]	0.046µM*	-4%	0.052µM*
CN1C(=O)C(O)N=C(c2ccccc2)c2cc(Cl)ccc21 (stereo not drawn)	7%	16%	1%
CCOC(=O)C1(CCc2ccccc2)CCN(Cc2cccc3c2OCO3)CC1	u	1%	9.2µM*
CCN(CC)C(=O)c1ccc(NC(=O)c2c(C)noc2C)cc1	1%	-5%	5%
CCOc1ccc(NC(=O)c2ccc(F)c(S(=O)(=O)NCc3ccc4c(c3)OCO4)c2)cc1	u	3%	u
Cc1ccc(-c2noc(=O)n2CC(=O)Nc2ccc(S(=O)(=O)NC3CC3)cc2)cc1	u	0%	u
CCN(C(=O)Oc1ccccc1)c1ccc(C(O)(C(=O)OC)C(F)(F)F)cc1 (stereo not drawn)	-23%	-2%	-24%
COC(=O)C1C(O)CC2CCC1N2C (stereo not drawn)	7%	-4%	-5%
COc1ccc(-n2c(CNCCc3ccc(C)cc3)nc3ccccc3c2=O)cc1	u	-21%	u
CCOc1ccc(-n2c(O)c(C=NCCN3CCNCC3)c(=O)[nH]c2=O)cc1	u	0%	-6%
CCC1CCCCN1P(=O)(c1ccc(C)o1)C(C)(C)C (stereo not drawn)	-25%	-7%	-13%
COC(=O)C1=C(c2ccc(S(C)(=O)=O)cc2)C[C@@H]2CC[C@H]1N2C(=O)NC(C)C	-19%	x	-8%
CCCCn1c(O)c(/C(CC)=N/N2CCCCC2c2cccnc2)c(=O)[nH]c1=S (stereo not drawn)	u	-3%	u
CCN1C(=O)C(=Cc2ccc(C)s2)C(=O)N(CC)C1=S	u	-30%	u
CN(C)C1=NP(N(C)C)(N(C)C)=NC(c2ccccc2)=N1	-16%	-3%	-15%
COP(=O)(OC)C(NC(=O)c1ccc(C)cc1)C(Cl)(Cl)Cl (stereo not drawn)	9%	12%	5%
CCOc1ccc(CN2CCCC(C(=O)c3ccccc3OC)C2)cc1 (stereo not drawn)	u	1%	u
CC(=O)N1N=C(c2c(O)n(C)c(=O)n(C)c2=O)CC1c1ccccc1 (stereo not drawn)	u	-16%	15µM*
O=c1cccc2n1C[C@H]1C[C@@H]2CN2CCCC[C@@H]12	1%	1%	-9%
CCOc1ccc(-n2c(/C=C/c3ccccc3)nc3ccccc3c2=O)cc1	u	-12%	u
COC(=O)C1=C(c2ccc3ccccc3c2)C[C@@H]2CC[C@H]1N2C(=O)NCc1ccc(F)cc1	u	-8%	16µM*
O=c1[nH]c(=O)n(Cc2ccco2)c(O)c1/C=N/N1CCCCC1	-7%	37%[activator]	-5%
CNC(=O)Oc1cccc2ccccc12	u	u	u

# Part of the list above, field by field.
> CCC1(c2ccccc2)C(=O)N(COC)C(=O)N(COC)C1=O
  DT40 TDP1 CPT: 1%&-9%; GCN5L2 inh: -6%; DT40 TDP1 no CPT: -7%&-17%
> COc1cccc(NC(=O)[C@@H](NC(=O)N2C[C@H]3C[C@@H](C2)c2cccc(=O)n2C3)C(C)C)c1
  DT40 TDP1 CPT: -13%; GCN5L2 inh: -12%; DT40 TDP1 no CPT: -6%

# Remaining list, next part
smiles	DT40 TDP1 CPT	GCN5L2 inh	DT40 TDP1 no CPT
O=C(CCC(=O)N1CC2C[C@@H](C1)Cn1c2cccc1=O)NCCc1ccccc1F	5%	-1%	-4%
CC(O)CNc1ccc([N+](=O)[O-])c2cccnc12 (stereo not drawn)	-24%	1%	u
COC(=O)c1sccc1NC(=O)c1ccc(C#N)cc1	-11%	u	1%
CC(=O)OC1CC[C@]2(C)C(CCC3C2CC[C@]2(C)C(C4=CC(=O)OC4)C(OC(C)=O)CC32O)C1 (stereo partly drawn)	-18%	-5%	u
COc1ccc(CCN(C)Cc2c(F)cccc2F)cc1OC	-5%	-2%	-24%
Clc1ccc(NC2=NCCCS2)cc1Cl	-26%	-3%	u
O=C(Cc1ccccc1)N1CCN(Cc2cccc(Cl)c2)CC1	-3%	-5%	-16%
Cc1cc(S(=O)(=O)NCC(C)C)ccc1OCC(=O)N1CCN(Cc2ccccc2)CC1	u	4%	-65%
CCCCCCCCCCOC(=O)CCN1CC1	-17%	x	-8%
COc1ccc(C(=O)N2CCOCC2)cc1S(=O)(=O)N1CCC(C)CC1	-3%	0%	-10%
C=CCn1c(O)c(C(CC)=NC2CC2)c(=O)[nH]c1=O	1%	-8%	3%
C=CCn1c(O)c(C(CC)=Nc2ccc(NC(C)=O)cc2)c(=O)[nH]c1=O	3%	-4%	-5%
Cc1cc2c(C(F)(F)F)cc(=O)oc2c2c1NCCC2	-15%	3%	-12%
O=c1oc(Cl)c(Cl)c2ccccc12	3.3µM*	5%&-3%	2.9µM*
COc1cc(/C=C(/C)[N+](=O)[O-])ccc1OCc1ccccc1Cl	3.3µM*	-9%	2.9µM*
CCn1cc(C=C2C(=O)NC(=O)NC2=O)c2ccccc21	-2%	-12%	-28%
CC(C)Oc1cccc(NC(=O)c2ccccc2C(F)(F)F)c1	u	x	u
Cc1ccc(NC(=O)[C@@H](NC(=O)N2C[C@H]3C[C@@H](C2)c2cccc(=O)n2C3)C(C)C)cc1	18%	0%	1%
O=S(=O)(c1ccccc1)N1CC1c1ccccc1 (stereo not drawn)	-14%	-2%	-28%
O=C(Nc1ccc2nc(SCC(=O)N3CCOCC3)sc2c1)c1ccc(Cl)cc1	u	-10%	7.3µM*
Cc1cc(S(=O)(=O)NCc2ccccc2)ccc1OCC(=O)N1CCN(C)CC1	7%	u	-10%
OC(CN1CCCCC1)c1c[nH]c2ccccc12 (stereo not drawn)	-11%	23%	4%
O=C1NC(=O)C(CCc2ccncc2)(Cc2ccc([N+](=O)[O-])cc2)C(=O)N1	-18%	-3%	-9%
CC(=O)c1cccc(-c2ccnc3c2CC(C(=O)NCCc2ccccc2)O3)c1 (stereo not drawn)	4.6µM*	x	3.7µM*
Cc1ccc(-n2c(O)c(C=NCc3ccccn3)c(=O)[nH]c2=S)cc1	8%	u	-26%
Cc1ccc(CN2CCC3CCC(C3)C2)c(O)c1 (stereo not drawn)	-11%	x	-15%
CC(=O)C1CCC2C3C(N4CC4)CC4=CC(=O)CCC4(C)C3CCC12C (stereo not drawn)	3.7µM*	x	4.6µM*
CC(C)NC(=O)C(C)N1CCN(S(=O)(=O)c2ccc3ccccc3c2)CC1 (stereo not drawn)	18µM*	-20%	15µM*
Cc1cc(C=C2C(=O)N(C)C(=S)N(C)C2=O)c(C)n1-c1ccncc1	u	-7%	u
CC(C)(C)c1nc(N2CCN(C(=O)c3ccco3)CC2)c2nnn(Cc3ccccc3Cl)c2n1	u	-5%	21µM*
CCC(=NCCCN(CC)CC)c1c(O)n(-c2ccccc2)c(=O)[nH]c1=O	0%	0%	2%
Cc1c(P(=S)(c2ccccc2)c2ccccc2)[n+]2ccccc2n1C	5.8µM*	-15%	4.1µM*
Nc1cccc2c(N)cccc12	22µM*	x	24µM*
CN1CCCC(=C(c2cccs2)c2cccs2)C1	u	-2%	u
COC(=O)C1=C(c2cccc(OC)c2OC)C[C@@H]2CC[C@H]1N2C(=O)NCc1cccc2ccccc12	u	x	u
CC(=O)[C@@]1(O)CCC2C3CC=C4C[C@@H](O)CC[C@]4(C)C3CC[C@@]21C (stereo partly drawn)	7%	1%	-3%
COc1cccc(C(=O)Nc2ccc(-c3cc(C(F)(F)F)nn3-c3ccccc3)cc2)c1	u	-9%	u
Nc1ccc(S(=O)(=O)N2CCCCC2c2cccnc2)cc1 (stereo not drawn)	-16%	-12%	-20%
CCCC1(CC(C)C)C(=O)NC(=S)NC1=O	6%	x	-9%

# Whole records, quoted from the list. Order of values: DT40 TDP1 CPT	GCN5L2 inh	DT40 TDP1 no CPT
# CCCC1(CC(C)C)C(=O)NC(=S)NC1=O reads 6%	x	-9%
# COC(=O)C1=C(c2cccc(OC)c2OC)C[C@@H]2CC[C@H]1N2C(=O)NCc1cccc2ccccc12 reads u	x	u
# CC(=O)[C@@]1(O)CCC2C3CC=C4C[C@@H](O)CC[C@]4(C)C3CC[C@@]21C (stereo partly drawn) reads 7%	1%	-3%
# CN1CCCC(=C(c2cccs2)c2cccs2)C1 reads u	-2%	u
# Nc1ccc(S(=O)(=O)N2CCCCC2c2cccnc2)cc1 (stereo not drawn) reads -16%	-12%	-20%

# High-throughput results deposited in PubChem by National Center for Advancing Translational Sciences (NCATS).

# The list is partial. The share of hits here may be higher or lower than overall.
